# LDHA block: LDHA (human) enzyme inhibition | P00338 | purified LDHA, NADH/diaphorase-resazurin fluorescence; active compounds read low | activity change, % (values are at about 110 or 230 µM) | 0.15% of 480,000 active; in the data active means activity change below about -30%; inconclusive means mostly about -25% to -30%;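 further: plate controls were DMSO wells for no effect and wells without enzyme for full effect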
#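 Enzyme activity of human lactate dehydrogenase 5 (2 nM; 0.06 mM NADH, 0.2 mM pyruvate, 5 min, RT) is measured via a resazurin/diaphorase fluorescence readout of residual NADH.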
# Apoferritin bind: binds horse apoferritin like a general anesthetic. P02791. 0.074% of 350,000 active. apoferritin/1-aminoanthracene competitive binding, fluorescence. Potency, µM (series often up to 77.5 µM), for the others: at the highest dose activity change, negative = displacement, usual class: inhibitors. AID 485281; further: potency means the concentration at half of the fitted maximal effect; on the % scale 0 is the no-effect control and ±100 the full control effect; nearly all actives have a fitted effect of over 20% in size
# Target sequence (P02791 2-175 limits assumed): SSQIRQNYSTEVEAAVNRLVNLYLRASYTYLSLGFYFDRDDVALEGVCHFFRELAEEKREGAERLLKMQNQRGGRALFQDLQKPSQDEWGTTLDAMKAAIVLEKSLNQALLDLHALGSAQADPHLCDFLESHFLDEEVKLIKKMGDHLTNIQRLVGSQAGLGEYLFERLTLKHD
#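 Concentration-response curves derived by four-parameter Hill fitting of normalized fluorescence, where compounds displaced 1-AMA from 10 uM horse apoferritin following a brief 10 min room-temperature incubation; propofol titration acted as positive control.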
# RGS4 inhibitor: blocks human RGS4-accelerated GTP hydrolysis. P49798. Transcreener GDP fluorescence polarization, RGS4-accelerated GTP hydrolysis. 0.039% of 390,000 active. Potency, µM (top dose mostly 114 µM), without a hit: at the highest dose activity change, negative = inhibition, most hits filed as inhibitors; further: potency means the concentration at half of the fitted maximal effect; on the % scale 0 is the no-effect control and ±100 the full control effect; nearly all actives have a fitted effect of over 75% in size; some results filed as inactive show a strong effect at the top dose
# Target sequence (P49798 whole entry, looked up): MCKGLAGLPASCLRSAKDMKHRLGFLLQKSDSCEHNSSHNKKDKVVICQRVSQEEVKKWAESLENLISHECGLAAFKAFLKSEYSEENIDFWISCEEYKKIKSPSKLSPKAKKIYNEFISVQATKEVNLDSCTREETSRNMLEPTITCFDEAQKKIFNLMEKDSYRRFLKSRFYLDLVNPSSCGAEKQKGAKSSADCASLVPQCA
#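 MLSMR compounds (23 nl, pin-transferred) preincubated 10 min at room temperature with a 500nM (2x) first reagent, then RGS4 at 900nM (2x) plus Transcreener GDP mix added; fluorescence polarization (620/688 nm) read before and after 90 min at 30 °C.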
# ALOX12 inh: inhibitors of human 12S-lipoxygenase ALOX12. Potency, µM (top dose mostly 108 µM), without a hit: at the highest dose activity change, negative = inhibition, usual class: inhibitors. purified 12hLO, xylenol orange hydroperoxide absorbance. P18054. 1.1% of 580,000 active; further: potency means the concentration at half of the fitted maximal effect; on the % scale 0 is the no-effect control and ±100 the full control effect
#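 Purified human 12hLO (150 nM final) in 25 mM Hepes, 0.01% Triton X-100, pH 7.0 was preincubated 15 min at room temperature with compound. Then 40 uM arachidonic acid was added, 30 min. Hydroperoxide was read by Fe-XO absorbance ratio 573/405 nm.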
# APE1 inh: inhibitors of human APE1 endonuclease; Potency, µM (highest dose often 65.8 µM), for inactives: at the highest dose activity change, negative = inhibition, most hits filed as inhibitors; 0.35% of 350,000 active; AID 2517; recombinant APE1, TAMRA/BHQ-2 abasic DNA cleavage fluorescence; P27695;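 further: potency means the concentration at half of the fitted maximal effect; plate controls were vehicle for no effect and reference inhibitor for full effect; nearly all actives have a fitted effect of over 55% in size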
#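 Incision of a quenched TAMRA/BHQ-2 THF abasic-site duplex (50 nM) by 0.75 nM APE1, after 15 min compound preincubation, measured as fluorescence increase over three 60 s reads. Values normalized to buffer, DMSO and NSC13755 control wells.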
# Pol eta inh: inhibitors of human DNA polymerase eta; Q9Y253; recombinant Pol eta, fluorescent DNA replication assay; Potency, µM (top dose mostly 114 µM), inactives show top-dose activity change, negative = inhibition, usual class: inhibitors; 1.2% of 390,000 active; AID 588591; further: potency means the concentration at half of the fitted maximal effect; on the % scale 0 is the no-effect control and ±100 the full control effect
# Target sequence (Q9Y253 whole entry, looked up): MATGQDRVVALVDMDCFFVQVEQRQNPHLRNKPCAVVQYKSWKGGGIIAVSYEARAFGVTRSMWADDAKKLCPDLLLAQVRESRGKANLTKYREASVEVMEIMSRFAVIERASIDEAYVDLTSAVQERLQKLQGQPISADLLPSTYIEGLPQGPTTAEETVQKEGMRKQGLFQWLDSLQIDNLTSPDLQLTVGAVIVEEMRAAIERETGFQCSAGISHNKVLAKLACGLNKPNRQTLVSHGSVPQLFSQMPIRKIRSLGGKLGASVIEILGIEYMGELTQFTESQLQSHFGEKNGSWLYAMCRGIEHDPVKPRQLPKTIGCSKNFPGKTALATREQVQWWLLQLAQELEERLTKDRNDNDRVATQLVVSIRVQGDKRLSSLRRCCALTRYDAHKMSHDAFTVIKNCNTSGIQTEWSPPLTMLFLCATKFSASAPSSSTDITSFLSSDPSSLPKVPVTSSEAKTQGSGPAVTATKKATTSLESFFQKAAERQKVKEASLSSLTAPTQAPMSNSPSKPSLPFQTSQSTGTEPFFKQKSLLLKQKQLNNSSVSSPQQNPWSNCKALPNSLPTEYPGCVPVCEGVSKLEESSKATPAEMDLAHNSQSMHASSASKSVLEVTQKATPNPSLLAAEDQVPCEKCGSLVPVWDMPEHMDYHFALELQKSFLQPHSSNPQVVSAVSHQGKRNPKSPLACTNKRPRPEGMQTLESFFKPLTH
#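 Fluorescent replication assay: 50 nM final substrate added after a 15 min room-temperature compound preincubation with 10 nM enzyme. Signal taken at 0 min and again at 10 min.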
# Pol kappa inh: blocks human DNA polymerase kappa activity; Q9UBT6; purified Pol kappa, fluorescent DNA synthesis assay, 10 min; Potency, µM (series often up to 107 µM), inactives show top-dose activity, negative = inhibition, usual class: inhibitors; 0.53% of 400,000 active; AID 588579; further: potency means the concentration at half of the fitted maximal effect; on the % scale 0 is the no-effect control and ±100 the full control effect
#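 Kinetic fluorescence readout at 0 and 10 min followed reaction start with substrate at 50 nM final. Beforehand, enzyme (10 nM Pol kappa) stood 15 min with compound at room temperature; buffer-only wells were negative controls.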
# ERG Ets-DNA blk: blocks human ERG Ets domain binding to DNA | P11308 | AID 624246 | 0.028% of 370,000 active | fluorescence polarization, His-ERG Ets domain / labelled DNA | Potency, µM (series often up to 76.9 µM), for inactives: top-dose FP activity, negative = inhibition, actives largely listed as inhibitors; active means well fitted inhibition curve with a large enough effect in the polarisation, with a control signal flat; inconclusive means small, poorly fitted or top-dose-only effect, or effect the other way, or a change in a side signal; inactive means no such curve, though single readings can be large or run the other way; the % refers to the polarisation;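 further: polarization taken with two DNA probes labelled with fluorescein and Texas red; potency means the concentration at half of the fitted maximal effect; % of control where 0% means no effect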
#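 His-tagged ERG Ets domain (1 uM in the protein solution; 300mM KCl, 50mM Tris-HCl, 1mM EDTA, 1mM DTT, pH 7.5) received compound, then a probe mix of 5 nM fluorescein-DNA and 100nM Texas-615-DNA. Fluorescence polarization was read for both dyes.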
# Pol beta inh: inhibitors of human DNA polymerase beta; AID 485314; Pol beta primer extension/strand displacement, fluorescence kinetic; 1.3% of 340,000 active; Potency, µM (doses to about 114 µM), for the others: at the top dose activity change, negative = inhibition, hits mostly inhibitors; further: potency means the concentration at half of the fitted maximal effect; on the % scale 0 is the no-effect control and ±100 the full control effect
#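 Kinetic readout of DNA synthesis with strand displacement by Pol beta. Compound and 10 nM enzyme sit 15 min at room temperature; 50 nM substrate starts the reaction, read immediately and at 10 min.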
# * marks the source's active call; other numbers are inactive results; ? = inconclusive; . = no result given; & = joins results of further samples; [ ] = dose if it differs, or a comment. Unless noted, the call rests on the fitted dose curve; in most records, active means well fitted curve in the direction sought with a large enough effect; inconclusive means small, poorly fitted or top-dose-only effect, or another doubt; inactive means no such curve, though single readings can be large; an effect the other way counts as inactive or inconclusive.
# The line under a structure holds: Pol beta inh | APE1 inh | Apoferritin bind | Pol eta inh | ALOX12 inh | LDHA block | ERG Ets-DNA blk | Pol kappa inh | RGS4 inhibitor
- COc1ccc(C2CC(=O)c3cc(-c4nc(-c5cccc([N+](=O)[O-])c5)cs4)c(=O)n(-c4ccccc4N)c3C2)cc1 (stereo not given)
→ 25% | . | -1% | -4% | 0% | -2 | 1% | -5% | 7%
- O=C(CSc1ccc(-c2ccco2)nn1)N1CCCCC1
→ -26% | 2% | -14% | -3% | 14% | 1 | -3% | -8% | -15%
- CC1CCCN(c2ccc(C(=O)NCc3ccc4c(c3)OCO4)cc2[N+](=O)[O-])C1 (stereo not given)
→ -25% | 6% | ? | -22% | 1% | -5 | 11% | -15% | -24%
- OC1CN=C2C=CC=CN2C1 (stereo not given)
→ ? | 2% | -2% | 1% | -9% | -2 | 3% | 0% | -8%
- CCOc1ccc(NC(=O)C2CCN(C(=O)NC3CCCCC3)CC2)cc1
→ 25% | 2% | -7% | -14% | -3% | -3 | 9% | -4% | 0%
- O=C(c1cccc(C(F)(F)F)c1)N1CCC2(CC1)NCCc1[nH]cnc12
→ 30% | -8% | -2% | -13% | 2% | -3 | 6% | -12% | -27%
- COc1ccccc1CNC(=O)CC(c1ccc(C)cc1)N1Cc2ccccc2C1=O (stereo not given)
→ 9% | . | -7% | -20% | -17% | 0 | -3% | 1% | -3%
- COc1ccc2cc1Oc1ccc(cc1)C[C@H]1c3cc(c(OC)cc3CCN1C)Oc1c(OC)c(OC)cc3c1[C@H](C2)N(C)CC3
→ -1% | -2%&0%&-7%&0% | -14% | -12% | ? | -11&6 | 3% | -43% | 16%
- CN(Cc1cn[nH]c1-c1ccc(-c2ccccc2)cc1)CC1CCOCC1
→ -20% | 0% | 4% | -2% | 11% | -3 | -6% | -17% | -13%
- Fc1cccc(Cl)c1/C=N/Nc1c(Cl)cncc1Cl
→ 3% | 1% | -13% | -5% | -3% | -3 | 0% | 0% | ?

# Carrying on.
# The line under a structure holds: Pol beta inh | APE1 inh | Apoferritin bind | Pol eta inh | ALOX12 inh | LDHA block | ERG Ets-DNA blk | Pol kappa inh | RGS4 inhibitor
- CCOc1ccc(CNC(=O)c2ccc3c(c2)c(C)c(C)n3Cc2ccccc2)cc1OC
→ -8% | . | 11% | 1% | -17% | -1 | 10% | 3% | -6%
- CCOc1ccc(S(=O)(=O)Nc2ccc3c(c2)n(C)c(=O)n3C)cc1
→ 18% | 30% | -14% | -4% | 0% | -5 | -1% | -2% | -8%
- O=C(CSc1nc2ccccc2s1)N/N=C/c1ccc(C(=O)O)cc1
→ -10% | 1% | -11% | 9% | -2% | -15 | 1% | -5% | -5%
- CCOc1ccc(N2CC(c3nc4ccccc4n3Cc3cccc(Cl)c3)CC2=O)cc1 (stereo not given)
→ 1% | . | 55%[activator] | -13% | 0% | 0 | ? | -16% | 13%
- CC1=C(C(=O)NC2CCCCC2C)C2(CCC(C)CC2)OC1=O (stereo not given)
→ 5% | -3% | 2% | -16% | 22% | -3 | 7% | 2% | -2%
- CCCCCNC(=O)c1ccc2c(c1)ncn2-c1cccc(C)c1
→ 1% | . | 2% | -8% | -27% | 1 | 4% | -5%[60.1 µM] | 16%
- CCOc1ccccc1CNCCOC
→ 32% | 1% | -5% | -11% | -9% | -4 | 6% | 4% | -10%
- O=C(Nc1nnc(SCc2ccccc2)s1)c1cccc([N+](=O)[O-])c1
→ -6% | -5% | -12% | -13% | 19% | -4 | -8% | -25% | 8%
- Cc1ccc(S(=O)(=O)CCC(=O)N(CCN2CCOCC2)c2nc3ccccc3s2)cc1
→ . | 14% | . | -3% | ? | 5 | -5% | -12% | 23%
- Cc1cc(C(=O)N2CCN(S(=O)(=O)c3ccccc3)CC2)c(C)o1
→ -5% | -13% | -2% | -10% | 0% | 3 | 2% | 5% | -34%

# Compound profiles, as listed above:
# CCOc1ccc(S(=O)(=O)Nc2ccc3c(c2)n(C)c(=O)n3C)cc1 is entered as Pol beta inh: 18%; APE1 inh: 30%; Apoferritin bind: -14%; Pol eta inh: -4%; ALOX12 inh: 0%; LDHA block: -5; ERG Ets-DNA blk: -1%; Pol kappa inh: -2%; RGS4 inhibitor: -8%
# Cc1ccc(S(=O)(=O)CCC(=O)N(CCN2CCOCC2)c2nc3ccccc3s2)cc1 is entered as Pol beta inh: .; APE1 inh: 14%; Apoferritin bind: .; Pol eta inh: -3%; ALOX12 inh: ?; LDHA block: 5; ERG Ets-DNA blk: -5%; Pol kappa inh: -12%; RGS4 inhibitor: 23%
# O=C(CSc1nc2ccccc2s1)N/N=C/c1ccc(C(=O)O)cc1 is entered as Pol beta inh: -10%; APE1 inh: 1%; Apoferritin bind: -11%; Pol eta inh: 9%; ALOX12 inh: -2%; LDHA block: -15; ERG Ets-DNA blk: 1%; Pol kappa inh: -5%; RGS4 inhibitor: -5%

# Next structures:
# The line under a structure holds: Pol beta inh | APE1 inh | Apoferritin bind | Pol eta inh | ALOX12 inh | LDHA block | ERG Ets-DNA blk | Pol kappa inh | RGS4 inhibitor
- COc1cccc(/C=C/C(=O)OCC(=O)Nc2ccc3[nH]c(=O)[nH]c3c2)c1OC
→ . | -22% | . | -6% | -5% | -2 | . | -10% | 0%
- Cc1nnc(NC(=O)c2ccc(S(=O)(=O)C(F)F)cc2)s1
→ 0% | 5% | -10% | -5% | -2% | -2 | 3% | -2% | -3%
- O=S(=O)(c1cc(O)ccc1O)c1cccc2c(S(=O)(=O)c3cc(O)ccc3O)cccc12
→ . | 2.1µM* | . | 4.5µM* | 32µM* | -1 | -7% | 18µM* | ?
- COc1cccc(CNC(=O)Cn2c(=O)oc3cc(S(=O)(=O)N4CCCCCC4)ccc32)c1
→ -20% | . | -12% | -5% | -25% | -4 | 1% | -2%[60.1 µM] | 0%
- Cc1ccc(Cn2nnc3c(=O)n(Cc4cc(C)ccc4C)cnc32)cc1
→ -3% | 0% | -7% | -5% | 24% | -5 | . | -10% | -12%
- Cc1ccc(C(c2cccc(Br)c2)c2c(C)[nH]c3ccccc23)s1 (stereo not given)
→ 20% | . | -10% | -15% | ? | 11 | -1% | -6% | -2%
- COc1cccc(CN(C)C(=O)COc2cccc3c2OC(C)(C)C3)c1OC
→ . | . | . | 0% | -8% | -4 | -1% | -13% | 24%
- CCOC(=O)c1cc(-c2ccccc2)n(CC(=O)Nc2ccc(OCC)cc2)c1C
→ 19% | 9% | -3% | -21% | 7% | -8 | -5% | -9% | -9%
- Cc1cccc(C(=O)Nc2cccc(Br)c2)c1[N+](=O)[O-]
→ 24% | -1% | ? | -12% | -4% | 3 | 1% | 7% | -8%
- CC(CCCN1CCCC1)Nc1ccnc2cc(Cl)ccc12 (stereo not given)
→ . | . | . | -23% | 9% | 5 | -2% | -10% | -14%

# Some entries already given, showing only ERG Ets-DNA blk and Pol beta inh:
SMILES	ERG Ets-DNA blk	Pol beta inh
CCOC(=O)c1cc(-c2ccccc2)n(CC(=O)Nc2ccc(OCC)cc2)c1C	-5%	19%
Cc1cccc(C(=O)Nc2cccc(Br)c2)c1[N+](=O)[O-]	1%	24%

# More structures.
# The line under a structure holds: Pol beta inh | APE1 inh | Apoferritin bind | Pol eta inh | ALOX12 inh | LDHA block | ERG Ets-DNA blk | Pol kappa inh | RGS4 inhibitor
- Cc1ccc(Cl)cc1N(Cc1ccc(C(=O)NCc2cccnc2)cc1)S(=O)(=O)c1ccccc1
→ 16% | -8% | 11% | 0% | 27% | -1 | 3% | -7% | 25%
- COc1ccc(Cn2c(=O)[nH]c3cc(C(=O)N4CCN(c5ccccc5OC)CC4)ccc3c2=O)cc1
→ -11% | -3% | -8% | -20% | . | -7 | -1% | -8% | -5%
- CCc1cccc(NC(=O)C2CCN(S(=O)(=O)c3c(C)noc3C)CC2)c1
→ 1% | 9% | -7% | 1% | 12% | -6 | 2% | -4% | 6%
- COc1ccc(OC)c(NC(=O)CCS(=O)(=O)c2cc3c(cc2C)NC(=O)CO3)c1
→ -1% | 27% | 8% | -9% | -2% | -1 | 14% | -2% | -21%[56.9 µM]
- O=C(O)CSCC(=O)N1CCN(S(=O)(=O)c2cc(Cl)cc(Cl)c2)CC1
→ 21% | 1% | -6% | -3% | 4% | 0 | -3% | -19% | 8%
- CCOC(=O)c1ccc(-c2ccc(/C=C(\C#N)C(=O)Nc3ccc(OCC)cc3)o2)cc1
→ 78% | . | -12% | . | ? | -2 | -1% | 2% | -28%
- CC(=NNS(=O)(=O)c1cccc([N+](=O)[O-])c1)c1ccc(-n2ccnc2)cc1
→ . | 0% | . | 2% | -22% | -2 | . | 0% | ?
- O=C(NCCN1CCNC1=O)C1CCC(=O)N(Cc2cccc(C(F)(F)F)c2)C1 (stereo not given)
→ -2% | 3% | 4% | 4% | -1% | -5 | 5% | -16% | 35%
- N#Cc1c(-c2ccc(F)cc2)cc(-c2ccccc2)nc1SCC(=O)NCC(=O)O
→ 45µM* | 10% | 2% | -20% | ? | -80* | 1% | -12% | ?
- CCOC(=O)Cn1nnc(-c2ccc([N+](=O)[O-])cc2)n1
→ 0% | 3% | -10% | -9% | -5% | -3 | -4% | -13% | 29%
- Cc1cc(Cl)c2oc(C(=O)N(CCO)Cc3ccccc3)c(C)c2c1
→ -2% | -19% | -16% | -14% | ? | 1 | -3% | -13% | 8%
- CN(C)CCNC(=O)C(c1ccccc1)c1ccccc1
→ -6% | -1% | -4% | -17% | 0% | -2 | -3% | -1% | 6%

# Screens (PubChem BioAssay)

# These rows are one share of the data; rates above refer to the full screens.
